# T cruzi growth = T. cruzi proliferation inhibition; T. cruzi beta-gal in NIH3T3, GalScreen luminescence, 90 h; inhibition, % at 8.34 µM; hit rate 5.9% among 77,000; AID 624255;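 active means mean inhibition above about 93%, with at least 55% of replicates each passing it, limit read from the data, passing the limit was not always enough; inconclusive means only one of those two conditions holds; inactive means neither condition holds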
# Pf Dd2 inh = blocks growth of Plasmodium falciparum Dd2 parasites | P. falciparum Dd2 growth, SYBR Green, 72 h; hits give low values | activity change, % at 10 µM | AID 1159554 | hit rate 2.3% among 94,000; in the data active means activity change below about -80%; inconclusive means no clear call, values can overlap the other calls
# C diff growth = blocks growth of Clostridium difficile; Clostridium difficile clinical isolate growth, OD600, 24 h; hits give low values; growth activity, negative = inhibition, % at 16 µg/mL (by protocol); hit rate 0.25% among 86,000; AID 1259249;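 active means mean growth activity at or below -80% and every replicate also at or below -80%; inconclusive means mean at or below -80% but some replicate above -80%; inactive means mean growth activity above -80%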;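 further: 0% = DMSO wells and -100% = levofloxacin 16 µg/mL wells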
# KDM4C inh = KDM4C (human) demethylase inhibition. Q9H3R0. GST-KDM4C 2-372, H3K9me3 peptide, LANCE TR-FRET. inhibition, % at 12.5 µM. hit rate 0.15% among 96,000. AID 720574;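 active means mean replicate inhibition above about 25%, with at least 55% of replicates also reaching it, limit read from the data, passing the limit was not always enough; inconclusive means only one of those two conditions met; inactive means neither condition met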
# Target sequence (Q9H3R0 2-372 limits assumed): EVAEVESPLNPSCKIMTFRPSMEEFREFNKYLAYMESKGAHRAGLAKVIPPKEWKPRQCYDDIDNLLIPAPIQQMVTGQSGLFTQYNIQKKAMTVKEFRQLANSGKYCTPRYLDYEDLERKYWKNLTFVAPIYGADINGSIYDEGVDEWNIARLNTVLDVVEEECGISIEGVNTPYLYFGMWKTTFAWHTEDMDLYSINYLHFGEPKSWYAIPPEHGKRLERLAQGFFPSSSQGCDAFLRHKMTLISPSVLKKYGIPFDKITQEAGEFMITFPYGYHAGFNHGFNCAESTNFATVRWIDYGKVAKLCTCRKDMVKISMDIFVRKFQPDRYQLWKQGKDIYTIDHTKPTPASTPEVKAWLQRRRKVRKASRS
#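 Test system: N-terminal GST-fused human GASC-1 (KDM4C) fragment, residues 2-372; quantity: GASC-1 enzyme at 10 nM final in reaction; dosing: single dose; schedule: 30 min demethylation and 1 h detection at room temperature; signal: LANCE TR-FRET, excitation 340 nm, emissions 618 and 671 nm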
# * hit, by the source's call; ? = inconclusive; . = not tested or not shown; & = joins results of further samples.
# Order of results – T cruzi growth, Pf Dd2 inh, C diff growth, KDM4C inh
C[C@@H](NC(=O)[C@H]1[C@H](CO)[C@H]2Cn3c(cccc3=O)[C@H]2N1CC1CCCC1)c1ccccc1
  78.3, ., 6.6, 0.2
O=C(NC1CCCC1)N[C@H]1C=C[C@@H](CC(=O)N2CCOCC2)O[C@@H]1CO
  ., -2.4, 0.2, -2.8
C[C@@H]1CCCCO[C@@H](CN(C)C(=O)Nc2cccc3ccccc23)[C@H](C)CN([C@H](C)CO)C(=O)c2cc(NS(=O)(=O)c3ccc(F)cc3)ccc2O1
  93.9, -37.5, -5.8, -0.5
CCCN1C[C@H](C)[C@H](OC)CN(C)C(=O)c2cc(NS(=O)(=O)CC)ccc2OC[C@@H]1C
  -32.7, -1.8, -0.4, 0.2
C[C@H](CO)N1C[C@H](C)[C@H](CN(C)Cc2ccncc2)Oc2ccc(NC(=O)Nc3ccc(F)cc3)cc2CC1=O
  50.5, 4.5, -0.4, .
C[C@@H]1CCCCO[C@@H](CN(C)Cc2ccc(C(F)(F)F)cc2)[C@H](C)CN([C@@H](C)CO)C(=O)c2cc(NC(=O)Cc3ccccc3)ccc2O1
  -11.1, -85.8*, ., 0.0
CCC(=O)N1CC2(C1)[C@H](c1ccc(-c3ccc(C#N)cc3)cc1)[C@@H](CO)N2C(C)=O
  ., 16.3, -5.9, -0.2
C[C@H](CO)N1C[C@H](C)[C@H](CN(C)Cc2ccc(F)cc2)Oc2ncc(-c3cccc(F)c3)cc2C1=O
  22.4, 10.3, 5.1, 1.7
C/C=C/c1ccc([C@@H]2[C@H](CO)N3C(=O)CN(Cc4ccc(F)cc4)C[C@@H]23)cc1
  ., -9.4, 7.8, 8.3
CO[C@@H]1CN(C)C(=O)c2cc(NS(=O)(=O)c3ccc(C)cc3)ccc2OC[C@H](C)N(Cc2nccs2)C[C@@H]1C
  35.7, -38.4, 17.6, -2.4
COc1ccc(S(=O)(=O)Nc2cccc3c2O[C@@H](CN(C)C(=O)Nc2cccc4ccccc24)[C@H](C)CN([C@H](C)CO)C3=O)cc1
  50.0, 44.5, ., -0.1
O=C(N[C@H]1CC[C@@H](CCn2cc(-c3ccccc3)nn2)O[C@@H]1CO)c1ccccc1F
  -18.8, -11.1, -0.3, -0.7
C[C@H]1CN([C@@H](C)CO)C(=O)c2cccc(NC(=O)C3CC3)c2O[C@H]1CN(C)C(=O)Nc1cccc2ccccc12
  24.6, -1.1, 0.5, 1.9
C[C@@H]1CN([C@@H](C)CO)C(=O)c2cc(NC(=O)c3ccccc3)ccc2O[C@@H](C)CCCCO[C@@H]1CN(C)C
  -10.1, -5.0, -0.8, -0.3
C[C@@H]1CN([C@H](C)CO)C(=O)c2cc(NC(=O)CCCN(C)C)ccc2O[C@@H](C)CCCCO[C@@H]1CN(C)Cc1ccc(C(F)(F)F)cc1
  48.8, -86.7*, 6.1, -1.2
COc1ccc(S(=O)(=O)N(C)C[C@H]2OCCCC[C@H](C)Oc3ccc(NC(=O)C4CCCCC4)cc3C(=O)N([C@@H](C)CO)C[C@@H]2C)cc1
  106.0*, ?, 7.1, -1.1
CCC(=O)N1CC2(CN(Cc3ccc(Cl)cc3)C2)c2c(n(C)c3cc(OC)ccc23)[C@H]1CO
  ., -15.6, 0.5, 1.1
O=C(N[C@H]1C=C[C@H](CC(=O)N2CCc3ccccc3C2)O[C@H]1CO)C1CCC1
  ., -2.2, 1.4, 0.1
CNC[C@@H]1Oc2c(N)cccc2C(=O)N([C@H](C)CO)C[C@H]1C
  -9.5, 26.0, -5.3, 8.6
COc1ccc(CN(C)C[C@@H]2OCCCC[C@@H](C)Oc3ccc(NS(=O)(=O)c4ccc(Cl)cc4)cc3C(=O)N([C@@H](C)CO)C[C@@H]2C)cc1
  ?, -34.9, 5.4, 0.0
Cc1noc(C)c1NC(=O)Nc1ccc2c(c1)C(=O)N([C@H](C)CO)C[C@@H](C)[C@@H](CN(C)Cc1ccc(C(F)(F)F)cc1)O2
  6.1, 33.6, 1.2, -2.4
C[C@@H]1CN([C@@H](C)CO)C(=O)c2cc(NS(=O)(=O)c3ccc(F)cc3)ccc2O[C@@H](C)CCCCO[C@@H]1CN(C)C(=O)CCC(F)(F)F
  ., -46.8, -7.1, 4.9
CCCNC(=O)N1C[C@H]2[C@@H](c3ccccc31)[C@@H](CO)N2C(=O)Cc1ccccn1
  27.5, 13.3, -3.0, 1.5
C[C@@H]1CN([C@H](C)CO)C(=O)c2cc(C#CCc3ccccc3)cnc2O[C@H]1CN(C)CC1CCOCC1
  -62.0, -63.4, -4.3, -1.0
C[C@@H]1CN([C@H](C)CO)S(=O)(=O)c2ccc(C#CC3(O)CCCC3)cc2O[C@@H]1CN(C)CC1CC1
  -38.8, -9.7, -1.9, 0.5
CN(C)CC#Cc1ccc([C@H]2[C@H](CO)N3C(=O)CN(C(=O)c4ccccc4)C[C@@H]23)cc1
  ., 4.6, 1.0, 1.6
CC(C)NC(=O)N[C@@H]1C=C[C@H](CC(=O)NCCCN(C)C)O[C@@H]1CO
  54.8, 28.7, ., 0.6
C[C@@H]1CN([C@H](C)CO)S(=O)(=O)c2ccc(-c3ccncc3)cc2O[C@@H]1CN(C)Cc1ccccn1
  87.4, -6.5, -4.2, 1.6
C[C@@H]1CN([C@H](C)CO)C(=O)c2cc(NC(=O)Cn3cnnn3)ccc2O[C@H]1CN(C)C
  ., 12.9, 1.0, 0.3
O=C(C[C@H]1C[C@@H]2c3cc(NC(=O)C4CCOCC4)ccc3O[C@@H]2[C@@H](CO)O1)NCc1ccc2c(c1)OCO2
  45.3, 3.3, ., 1.2
CC(C)NC(=O)Nc1ccc2c(c1)C(=O)N([C@@H](C)CO)C[C@H](C)[C@H](CN(C)Cc1ccc3c(c1)OCO3)O2
  ., 8.5, 4.2&-2.8, -0.7
O=C(Nc1cc(F)ccc1F)N1CC(=O)N2[C@H](CO)[C@@H](c3ccc(C#CC4CCCCC4)cc3)[C@@H]2C1
  ., -81.8*, 21.7, -4.2
O=C(C[C@@H]1C[C@@H]2c3cc(NC(=O)C4CCOCC4)ccc3O[C@@H]2[C@@H](CO)O1)NCc1cc(F)ccc1F
  -54.2, -0.9, 7.7, -0.4
C[C@@H]1CN([C@H](C)CO)C(=O)c2cc(NC(=O)Nc3ccc4c(c3)OCO4)ccc2O[C@H]1CN(C)Cc1ccncc1
  19.2, 7.1, -2.7, 0.5
CO[C@@H]1CN(C)C(=O)c2cc(NC(C)=O)ccc2OC[C@@H](C)N(C(=O)c2cccnc2)C[C@H]1C
  14.6, 3.0, ., 2.5
Cc1ccc(S(=O)(=O)NCC[C@H]2CC[C@H](NC(=O)CCN3CCCCC3)[C@@H](CO)O2)cc1
  33.2, -30.7, 0.8, -1.4
CCCN(C)C[C@H]1OCc2cnnn2CCCC(=O)N([C@@H](C)CO)C[C@H]1C
  -35.3, 4.9, 1.2, 0.4
C[C@@H]1CN([C@H](C)CO)S(=O)(=O)c2ccc(-c3ccc(F)cc3)cc2O[C@H]1CN(C)C(=O)Nc1ccc(F)cc1
  114.2*, -45.2, ., -1.2
CCC(=O)Nc1ccc2c(c1)C(=O)N(C)[C@@H]1CC[C@@H](CC(=O)N[C@H](C)c3ccccc3)O[C@H]1CO2
  0.6, -7.9, -4.9, 1.7
COCCNC(=O)C[C@@H]1CC[C@@H]2[C@H](COC[C@@H](O)CN2C(=O)c2cc(Cl)cc(Cl)c2)O1
  5.4, 18.0, 8.1&-3.6, -0.8
O=C(C[C@@H]1C[C@H]2c3cc(NC(=O)C4CCC4)ccc3O[C@H]2[C@@H](CO)O1)NCCc1ccccc1
  7.6, 14.2, 6.7, -0.9
C[C@@H]1CN([C@H](C)CO)C(=O)c2cc(-c3cccc(F)c3)cnc2O[C@@H]1CN(C)Cc1ccccc1
  43.7, 20.2, 7.8, -0.3
C[C@@H]1CN([C@@H](C)CO)C(=O)c2cc(NS(=O)(=O)c3ccc(F)cc3)ccc2O[C@@H](C)CCCCO[C@H]1CN(C)Cc1ccc(C(F)(F)F)cc1
  33.4, -54.8, 6.1, 0.2
CCC(=O)Nc1ccc2c(c1)C(=O)N(C)[C@H]1CC[C@@H](CC(=O)NCc3ccccc3Cl)O[C@H]1CO2
  17.5, -6.6, -3.0, 0.3
CNC[C@H]1OCCCC[C@H](C)Oc2ccc(NC(=O)NC(C)C)cc2C(=O)N([C@H](C)CO)C[C@@H]1C
  69.3, 32.2, 16.1, -0.1
CN(C)CC(=O)N[C@@H]1CC[C@H](CCNC(=O)C2CCCCC2)O[C@H]1CO
  ., 14.0, -2.3, -4.5
C[C@H](CO)N1C[C@H](C)[C@H](CN(C)C(=O)Nc2cccc3ccccc23)Oc2ccc(NS(=O)(=O)c3cn(C)cn3)cc2C1=O
  9.6, -13.9, ., 1.3
CC(C)NC(=O)Nc1cccc2c1O[C@@H](CN(C)CC1CC1)[C@H](C)CN([C@@H](C)CO)C2=O
  ., -2.6, -3.4, -1.9
CCCNC(=O)N[C@H]1CC[C@H](CC(=O)NC2CCC2)O[C@@H]1CO
  -81.2, 8.6, ., 2.7
CC(C)NC(=O)N(C)C[C@@H]1Oc2cc(-c3ccncc3)ccc2S(=O)(=O)N([C@@H](C)CO)C[C@H]1C
  110.9*, 0.4, -2.9, -1.1
C[C@H](CO)N1C[C@H](C)[C@H](CN(C)S(C)(=O)=O)Oc2cc(C3=CCCC3)ccc2S1(=O)=O
  37.3, 4.6, ., 0.1
C[C@@H]1CN([C@H](C)CO)C(=O)CCCn2cc(nn2)CO[C@@H]1CN(C)S(=O)(=O)c1ccc(-n2cccn2)cc1
  ., 58.6, 6.2, 5.4
C[C@H]1CN([C@@H](C)CO)C(=O)c2ccccc2-c2ccccc2CO[C@H]1CN(C)S(=O)(=O)c1ccc(C(F)(F)F)cc1
  107.7*, -81.1*, 3.1, 1.1
O=C(CN1CCOCC1)N1CC2(C1)[C@H](c1ccccc1)[C@@H](CO)N2Cc1cccc(F)c1
  ., -6.0, -3.0, 2.5
C[C@H](CO)N1C[C@H](C)[C@H](CN(C)Cc2ccncc2)OCCCC[C@H](C)Oc2ccc(NC(=O)Nc3ccc4c(c3)OCO4)cc2C1=O
  52.5, 34.4, -4.0, 18.3
COCC#Cc1ccc([C@@H]2[C@@H](CO)N3C(=O)CN(C(=O)C4CC4)C[C@@H]23)cc1
  ., -1.7, 2.8, -0.7
C[C@H]1CN([C@@H](C)CO)C(=O)c2cc(NC(=O)NC3CCCCC3)ccc2O[C@@H]1CN(C)CC1CCCCC1
  ., -2.6, 3.7, -0.3
Cc1ccc(S(=O)(=O)Nc2cccc3c2O[C@@H](CN(C)Cc2ccc(Oc4ccccc4)cc2)[C@@H](C)CN([C@@H](C)CO)C3=O)cc1
  27.9, 12.8, 53.2, 1.0
C[C@H](CO)N1C[C@H](C)[C@@H](CN(C)C(=O)Nc2cc(F)ccc2F)Oc2cc(-c3ccc(C#N)cc3)ccc2S1(=O)=O
  117.8*, -58.3, 5.1, -1.5
C[C@H](CO)N1C[C@H](C)[C@H](CN(C)Cc2ccc(C(=O)Nc3ccccc3N)cc2)Oc2ccc(NC(=O)CCC(F)(F)F)cc2C1=O
  85.5, -80.6*, ., -1.0

# More compounds follow.
# Order of results – T cruzi growth, Pf Dd2 inh, C diff growth, KDM4C inh
Cc1noc(C)c1NC(=O)N(C)C[C@@H]1Oc2ccc(NS(=O)(=O)c3cccs3)cc2CC(=O)N([C@H](C)CO)C[C@H]1C
  -10.2, 18.4, 15.7, -0.7
COc1ccc(S(=O)(=O)Nc2cccc3c2O[C@@H](CN(C)C(=O)Nc2cccc4ccccc24)[C@H](C)CN([C@@H](C)CO)C3=O)cc1
  ., -23.4, 5.1, -1.5
CC(C)CC#Cc1cnc2c(c1)C(=O)N([C@@H](C)CO)C[C@@H](C)[C@@H](CN(C)C(=O)NC1CCCC1)O2
  55.8, -0.1, 6.9, -1.2
CCCNC(=O)Nc1ccc2c(c1)C(=O)N(C)[C@@H]1CC[C@H](CC(=O)NC3CCC3)O[C@@H]1CO2
  49.7, 1.0, -1.4, 1.4
C[C@H]1CN([C@@H](C)CO)C(=O)Cc2cc(NC(=O)Cn3cnnn3)ccc2O[C@@H]1CN(C)S(=O)(=O)c1cccs1
  21.9, 3.9, 1.4, -0.6
COCC#Cc1ccc2c(c1)O[C@@H](CN(C)C(=O)CN(C)C)[C@H](C)CN([C@H](C)CO)S2(=O)=O
  -33.8, -4.6, -8.3, 1.1
CCNC(=O)[C@H]1[C@H](CO)[C@H]2Cn3c(ccc(/C=C/c4ccccc4)c3=O)[C@H]2N1C(=O)C1CC1
  3.6, 3.2, 0.5, -1.5
CCCN1C[C@@H](C)[C@@H](OC)CN(C)C(=O)c2cc(NC(=O)C3CCC3)ccc2OC[C@@H]1C
  -25.4, -17.5, 0.6, 0.0

# Structural class, the compounds so far containing a cyano group (2)
# Order of results – T cruzi growth, Pf Dd2 inh, C diff growth, KDM4C inh
CCC(=O)N1CC2(C1)[C@H](c1ccc(-c3ccc(C#N)cc3)cc1)[C@@H](CO)N2C(C)=O
  ., 16.3, -5.9, -0.2
C[C@H](CO)N1C[C@H](C)[C@@H](CN(C)C(=O)Nc2cc(F)ccc2F)Oc2cc(-c3ccc(C#N)cc3)ccc2S1(=O)=O
  117.8*, -58.3, 5.1, -1.5
